STAT3 activator – activators of IL-6 induced STAT3 signaling. U3A cells, IL-6 STAT3-luciferase reporter, luminescence; 100% = signal with IL-6 EC80 alone. activation (% of control), % at 5.6 µM. actives 0.91% (n = 190,000). AID 871;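 active = activation above the screen-wide mean of compound activation plus 3 SD, cut at about 130% in these data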;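 note: 0% = background luminescence of wells with medium and substrate only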
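Material: human U3A cells carrying STAT3-luciferase construct. Measured by: reporter luminescence signal. Timing: compound 1 h, then IL-6 6 h at 37 °C.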
DTT redox prof – compounds producing H2O2 with reducing agent – biochemical, NIH compound library profiling, artefact control for MLSCN library redox annotation, primary screen; DTT-dependent redox cycling H2O2, phenol red/HRP absorbance; 100% = 100 µM peroxide control, 0% = buffer; actives 0.03% (n = 200,000); activation, % at 10 µM; AID 878;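 active = activation of at least 50% relative to the plate's high and low controls in the primary single-dose screen; inactive = activation below 50%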;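 note: compound incubated with DTT at 0.8 mM final as the reducing agent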
STAT3 blocker – STAT3 signaling inhibition; U3A cells, IL-6 STAT3-luciferase reporter, luminescence; host cell line lacks STAT1; inhibition, % at 5.5 µM; actives 0.89% (n = 190,000);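 active = inhibition above the mean inhibition across all screened compounds plus 3 SD, cut at about 44% in these data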;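 note: 0% = DMSO only wells and 100% = 100 µM nifuroxazide control wells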
STAT1 act – activators of IFN-gamma induced STAT1 signaling; NIH 3T3 STAT1-luciferase reporter, luminescence; 100% = IFN-gamma alone, no compound; activation (% of control), % at 5.5 µM; actives 2.6% (n = 200,000); AID 932;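 active = activation above the screen-wide mean activation plus 3 SD, cut at about 130% in these data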;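 note: raw ratio to IFN-gamma control signal so 100% means no change and 0% no light; values of inactives mirror those of a sister screen read the other way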
NF-kB expr up – raises NF-kB expression in human neuronal cells | NF-kB reporter expression; hits give high values | fold change at 12.5 µM | AID 1239 | actives 1.6% (n = 190,000); in the data active = fold change above about 3.3
TLR4 MyD88 comp – inhibitors of human TLR4-MyD88 binding; HeLa CL3-4 TLR4/MyD88 BLA complementation, FRET ratio; inhibition, % at 8.4 µM; actives 0.18% (n = 200,000); AID 861; in the data active = inhibition above about 25%;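 note: 0% = vehicle and 100% = reference inhibitor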
Target sequence (O00206 whole entry, looked up): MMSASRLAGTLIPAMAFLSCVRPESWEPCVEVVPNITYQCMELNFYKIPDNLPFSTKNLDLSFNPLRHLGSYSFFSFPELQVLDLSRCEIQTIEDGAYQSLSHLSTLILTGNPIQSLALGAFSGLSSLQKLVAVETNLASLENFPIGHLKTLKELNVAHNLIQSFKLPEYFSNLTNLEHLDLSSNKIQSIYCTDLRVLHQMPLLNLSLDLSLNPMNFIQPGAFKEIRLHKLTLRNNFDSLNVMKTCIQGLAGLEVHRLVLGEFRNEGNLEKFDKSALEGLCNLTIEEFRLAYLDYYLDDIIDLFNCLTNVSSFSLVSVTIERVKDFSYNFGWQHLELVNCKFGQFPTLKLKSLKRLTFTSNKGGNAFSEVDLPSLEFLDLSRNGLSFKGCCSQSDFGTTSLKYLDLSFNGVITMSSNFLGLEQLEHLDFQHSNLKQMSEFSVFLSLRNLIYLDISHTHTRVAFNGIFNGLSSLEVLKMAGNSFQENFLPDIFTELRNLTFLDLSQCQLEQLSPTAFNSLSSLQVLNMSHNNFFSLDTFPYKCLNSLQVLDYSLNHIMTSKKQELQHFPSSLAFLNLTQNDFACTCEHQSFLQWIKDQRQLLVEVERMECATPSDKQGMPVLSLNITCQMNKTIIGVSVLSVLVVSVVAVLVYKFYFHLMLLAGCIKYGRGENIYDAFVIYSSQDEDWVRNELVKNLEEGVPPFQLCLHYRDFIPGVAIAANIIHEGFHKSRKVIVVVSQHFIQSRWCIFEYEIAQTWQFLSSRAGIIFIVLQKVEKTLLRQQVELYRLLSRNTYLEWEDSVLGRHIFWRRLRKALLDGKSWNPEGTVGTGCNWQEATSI
Target sequence (Q99836 whole entry, looked up): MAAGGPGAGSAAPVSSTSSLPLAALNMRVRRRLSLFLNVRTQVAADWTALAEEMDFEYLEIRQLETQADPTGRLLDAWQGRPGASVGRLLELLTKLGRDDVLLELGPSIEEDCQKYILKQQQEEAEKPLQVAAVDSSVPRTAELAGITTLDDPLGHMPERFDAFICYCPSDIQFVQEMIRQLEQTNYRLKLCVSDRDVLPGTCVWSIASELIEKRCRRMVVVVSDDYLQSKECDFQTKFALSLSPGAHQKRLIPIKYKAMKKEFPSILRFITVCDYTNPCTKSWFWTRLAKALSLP
STAT1 inh – reduces IFN-gamma driven STAT1 reporter signal; NIH 3T3 STAT1-luciferase reporter, luminescence; inhibition, % at 5.5 µM; actives 0.35% (n = 200,000);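 active = inhibition above a set limit, the mean inhibition across all tested compounds plus 3 SD, cut at about 34% in these data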;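 note: 0% = IFN-gamma with DMSO and 100% = IFN-gamma with 300 µM nifuroxazide; values of inactives mirror those of a sister screen read the other way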
Efa HMGR inh – inhibitors of class II HMG-CoA reductase from Enterococcus faecalis; purified E. faecalis HMGR, NADPH absorbance 340 nm kinetic; inhibition, % at 10 µM; actives 0.41% (n = 190,000);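 active = inhibition above a set limit, the median over all tested compounds plus 3 SD, cut at about 9.5% in these data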;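 note: enzyme runs in reverse so mevalonate oxidation gives rising NADPH absorbance; 0% = complete reaction with DMSO and 100% = background rate lacking mevalonate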
Hsp70 act – switches on Hsp70 transcription. HeLa Hsp70 promoter luciferase reporter, luminescence; scaled: vehicle 0, proteasome-inhibitor control 100%. activation, % at 10 µM. actives 0.04% (n = 200,000). AID 1203;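 active = activation above the mean across all tested compounds plus 3 SD, cutoff set per campaign, cut at about 5.5% in these data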;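 note: 100% = MG132 at 30 µM as the positive control and 0% = DMSO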
APP 5'UTR act – activates APP 5'UTR luciferase reporter; SH-SY5Y APP 5'UTR luciferase reporter, luminescence; zero percent = DMSO vehicle wells; activation, % at 2 µM; actives 1% (n = 190,000); AID 1276;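 active = activation above a set limit, based on mean plus 3 SD of controls, cut at about 140% in these data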; note: values of inactives mirror those of a sister screen read the other way
The depositor's hits bear a star; x = no result given. Hits appear at their usual frequency (roughly 5.6% active in at least one column).

Structure,STAT1 act,APP 5'UTR act,DTT redox prof,Hsp70 act,STAT3 blocker,STAT3 activator,Efa HMGR inh,NF-kB expr up,TLR4 MyD88 comp,STAT1 inh
COc1ccc(-n2cc(C(=O)c3ccc4ccccc4c3O)cn2)cc1,104,-12,-1.6,-0.3,-3,104,-2,1.1,-5,-5
O=P(COCCO)(c1ccccc1)c1ccccc1,95,5,3.0,-0.1,11,95,-3,1.2,-9,5
Cc1nn(C)cc1CN1CCCC(C(=O)c2ccc(-c3ccccc3)c(F)c2)C1 (configuration not stated),88,-8,-0.7,0.0,0,105,0,1.3,-8,11
COc1ccc(C(=O)CSc2nnc(Cn3nnc4ccccc43)n2C)cc1,90,-17,0.5,-0.5,6,94,0,1.1,0,11
O=C1/C(=N/n2cnnc2)c2ccccc2N1Cc1ccccc1,98,10,0.6,-0.4,14,90,-2,0.82,-1,2
CCC(=O)Nc1c2c(nc3c1CCC3)CCCC2,105,-3,-5.7,-0.3,1,101,-7,1.7,-7,-5
O=C(O)c1cc(-c2ccc(Cl)cc2)n(-c2ccc(Cl)cc2)n1,103,-9,-0.1,0.1,4,104,3,1.1,-4,-3
CC(=O)NCCC(=O)NCc1ccc(F)cc1,99,-5,0.9,-0.3,6,97,-4,1.1,-6,2
CC(C)(C)NC(=O)NC(=O)COC(=O)Cc1c(F)cccc1Cl,113,-14,-1.4,0.3,-8,108,-4,1.6,7,-14
COc1ccc(Nc2nc(CN3CCOCC3)nc3sc4c(c23)CCC(C)C4)cc1OC (configuration not stated),95,-9,0.9,0.1,-1,104,-5,0.57,1,5
Cc1nc2nc(Cc3ccccc3)[nH]n2c(=O)c1Cl,100,21,0.4,-0.2,7,96,1,1,1,0
O=C1CC(N2CCN(c3ccc(F)cc3)CC2)C(=O)N1Cc1ccc(N2CCCC2=O)cc1 (configuration not stated),94,5,-3.6,-0.5,24,84,0,0.93,-11,7
Cc1nn(Cc2ccc(C(=O)Nc3ccc(Br)c4cccnc34)o2)c(C)c1Br,97,-8,-0.8,-0.3,-2,104,x,x,11,1
COc1ccc(-c2nn(-c3ccccc3)cc2/C=C(\C#N)C(N)=O)cc1[N+](=O)[O-],98,12,-0.5,0.1,8,99,0,1,2,1
COc1ccc(CCN(C)C(=O)CSc2nccn2C)cc1OC,102,3,1.9,-0.3,-3,108,-3,1.1,10,-2
Cc1cc(C)cc(Oc2nc3c(C)cccn3c(=O)c2/C=C(\C#N)C(=O)NC2CCS(=O)(=O)C2)c1 (configuration not stated),103,14,-0.5,-0.1,1,103,0,1.2,-10,-3
CS(=O)(=O)N1CCc2cc(C(=O)N3CCCCC3)ccc21,101,-10,0.6,0.0,-3,103,-1,0.98,3,-1
CC(=O)N1CCc2cc(S(=O)(=O)CCC(=O)O)ccc21,94,6,2.4,-0.5,7,99,-1,1.1,1,7
Cc1nc(C)c(C(=O)Nc2nc3c(C)cccc3s2)o1,94,1,-0.9,-0.1,11,94,-1,0.61,-8,7
COc1cccc(-c2cc(C(=O)Nc3cc(OC)c(OC)c(OC)c3)no2)c1,97,0,1.4,0.2,1,101,-3,0.87,8,3
O=C(O)c1ccc(NCc2ccc3c(c2)OCO3)cc1,104,5,14,-0.2,0,103,1,1.4,-10,-5
CCNC(=S)N/N=C/c1cccc(OCc2c(F)cccc2Cl)c1,92,11,0.5,-0.4,6,92,-3,0.97,-13,9
Cc1cc(Cl)ccc1OCCCC(=O)NCCCn1ccnc1,103,15,-1.4,-0.2,3,100,-2,0.98,-9,-4
O=C(O)CCCC(=O)Nc1cccc(C(F)(F)F)c1,90,6,0.5,-0.2,5,101,4,1.2,3,9
Cc1ccc2c(C)c(C(=O)Nc3nnc(C)s3)oc2c1,107,5,-0.6,-0.2,6,100,-3,1.1,-13,-9
Cc1cc(NC(=O)CCC(=O)N(CC(=O)NCC2CCCO2)c2ccc3c(c2)OCCO3)no1 (configuration not stated),109,-11,1.9,0.0,0,102,-4,1.2,1,-10
COc1ccc(-c2nc(CN3CCCCC3CCc3ccccn3)c(C)o2)cc1 (configuration not stated),99,-2,-0.7,-0.5,4,101,-4,0.86,11,1
CCN(CC)S(=O)(=O)c1cc(C(=O)NC2CCCCC2)ccc1C,129*,106,-0.7,0.1,4,103,-1,2,8,-30
Cc1ccc(NS(=O)(=O)c2cc(C(=O)N3CCc4ccccc4C3)ccc2Cl)cc1,100,13,1.8,-0.4,2,105,3,0.83,-27,0
O=C(CCCN1C(=O)c2ccccc2C1=O)NCC1CCCO1 (configuration not stated),99,3,1.1,-0.3,5,100,-3,0.93,-3,1
Cc1ccc(Nc2nc(-c3ccccc3)c(CC(=O)O)s2)cc1,131*,53,0.0,0.0,6,99,1,1.3,-8,-31
CCOC(=O)N1CCN(C(=O)CSCC(=O)N=c2sc3ccccc3n2C)CC1,100,-16,-0.3,-0.1,8,94,2,0.83,9,6
O=C(NCC1CCCO1)c1cc2c(=O)[nH]c3ccccc3c2s1 (configuration not stated),118,9,2.0,0.0,15,92,-5,x,6,-19
C=CCOC(=O)/C(=C/c1cccc2ccccc12)NC(=O)c1ccccc1,124,29,0.4,-0.3,-7,109,-6,1.1,-2,-27
Cc1cccc(NC(=S)Nc2c(C)n(C)n(-c3ccccc3)c2=O)c1C,95,-6,0.0,-0.1,9,95,-8,1,-2,6
N#Cc1c(NC(=O)CSc2nnc(-c3ccccc3O)n2-c2ccccc2)sc2c1CCCC2,100,11,-2.6,-0.7,4,99,1,1.1,2,0
Cc1ccn2cc(-c3ccc(NC(=O)c4ccco4)cc3)nc2c1,135*,139*,-0.6,-0.2,16,86,-6,3.1,5,-40
CCc1ccc(NC(=S)/N=C(\N)Nc2nc(C)c3cc(CC)ccc3n2)cc1,102,-19,-1.1,-0.4,40,70,-3,0.94,-7,-3
O=C(CCS(=O)(=O)c1cccs1)Nc1ccc(C(=O)NCc2cccs2)cc1,103,9,-0.1,0.2,0,101,-6,0.89,1,-3
O=C(CSc1nnnn1-c1ccccc1)N1CCc2ccccc21,97,-18,0.8,-0.4,11,94,-3,1.4,18,-1
CC(=O)NCc1nnc2c3ccccc3c(-c3ccccc3)nn12,92,-7,4.8,-0.4,19,91,-5,1,-8,9
COc1ccc(/C(O)=C2\C(=O)C(=O)N(c3cc(C)on3)C2c2cccc(OC)c2OC)cc1C (configuration not stated),93,-6,-0.5,-0.3,-1,105,-5,1.2,-5,8
CCn1c(Cc2ccccc2)nnc1SCC(=O)c1cccc([N+](=O)[O-])c1,94,0,2.0,-0.1,4,103,-6,1.3,-10,6
COC(=O)c1cc2c(C)cc3ccc(C)cn3c-2c1C(=O)OC,101,-15,0.6,-0.3,14,89,-8,1.4,-1,-1
Fc1ccc(N/N=C/c2cccnc2)c(F)c1,124,11,0.0,0.0,26,83,-4,2.1,-18,-26
CCN(C(=O)COC(=O)c1cc(-c2cccs2)nc2ccccc12)C1CCS(=O)(=O)C1 (configuration not stated),101,-13,0.5,-0.1,11,95,-1,0.71,-17,-1
COc1ccccc1NS(=O)(=O)c1cc(NC(=O)C2CC2)ccc1N1CCOCC1,88,22,-1.2,-0.4,-1,102,-3,1.1,0,12
CCOC(=O)C1CCN(c2nc3ccccc3nc2C(C#N)C(=O)NCCc2ccccc2)CC1 (configuration not stated),102,19,-0.9,0.2,22,86,0,0.58,-7,-2
Cc1cc(NCCCN2CCOCC2)n2ncc(-c3ccccc3)c2n1,147*,156*,0.1,0.6,-18,117,2,4.4*,-7,-51
CC1=C(C#N)C(c2cn(-c3ccccc3)nc2-c2cccs2)C(C#N)=C(C)N1,102,11,2.2,-0.5,5,101,-5,1.1,-4,-2
CCn1cc(C2C(C(=O)Nc3cc(C)ccn3)=C(C)NC3=C2C(=O)CC(C)(C)C3)c(C)n1 (configuration not stated),104,9,-0.1,-0.2,-8,107,-1,1.1,-14,-5
C=CCSc1nncn1/N=C/c1ccc(OC)cc1,184*,111,2.0,0.3,-25,125,-7,3.4*,-7,-92
Cc1ccc2oc(Nc3nc(-c4ccccc4)cc(=O)[nH]3)nc2c1,120,8,-1.8,-0.1,-6,108,-7,1.5,-7,-24

Already shown: 14 of the compounds above.
Structure,STAT1 act,APP 5'UTR act,DTT redox prof,Hsp70 act,STAT3 blocker,STAT3 activator,Efa HMGR inh,NF-kB expr up,TLR4 MyD88 comp,STAT1 inh
Cc1ccn2cc(-c3ccc(NC(=O)c4ccco4)cc3)nc2c1,135*,139*,-0.6,-0.2,16,86,-6,3.1,5,-40
CCc1ccc(NC(=S)/N=C(\N)Nc2nc(C)c3cc(CC)ccc3n2)cc1,102,-19,-1.1,-0.4,40,70,-3,0.94,-7,-3
O=C(CCS(=O)(=O)c1cccs1)Nc1ccc(C(=O)NCc2cccs2)cc1,103,9,-0.1,0.2,0,101,-6,0.89,1,-3
O=C(CSc1nnnn1-c1ccccc1)N1CCc2ccccc21,97,-18,0.8,-0.4,11,94,-3,1.4,18,-1
CC(=O)NCc1nnc2c3ccccc3c(-c3ccccc3)nn12,92,-7,4.8,-0.4,19,91,-5,1,-8,9
COc1ccc(/C(O)=C2\C(=O)C(=O)N(c3cc(C)on3)C2c2cccc(OC)c2OC)cc1C (configuration not stated),93,-6,-0.5,-0.3,-1,105,-5,1.2,-5,8
CCn1c(Cc2ccccc2)nnc1SCC(=O)c1cccc([N+](=O)[O-])c1,94,0,2.0,-0.1,4,103,-6,1.3,-10,6
COC(=O)c1cc2c(C)cc3ccc(C)cn3c-2c1C(=O)OC,101,-15,0.6,-0.3,14,89,-8,1.4,-1,-1
Fc1ccc(N/N=C/c2cccnc2)c(F)c1,124,11,0.0,0.0,26,83,-4,2.1,-18,-26
CCN(C(=O)COC(=O)c1cc(-c2cccs2)nc2ccccc12)C1CCS(=O)(=O)C1 (configuration not stated),101,-13,0.5,-0.1,11,95,-1,0.71,-17,-1
COc1ccccc1NS(=O)(=O)c1cc(NC(=O)C2CC2)ccc1N1CCOCC1,88,22,-1.2,-0.4,-1,102,-3,1.1,0,12
CCOC(=O)C1CCN(c2nc3ccccc3nc2C(C#N)C(=O)NCCc2ccccc2)CC1 (configuration not stated),102,19,-0.9,0.2,22,86,0,0.58,-7,-2
Cc1cc(NCCCN2CCOCC2)n2ncc(-c3ccccc3)c2n1,147*,156*,0.1,0.6,-18,117,2,4.4*,-7,-51
CC1=C(C#N)C(c2cn(-c3ccccc3)nc2-c2cccs2)C(C#N)=C(C)N1,102,11,2.2,-0.5,5,101,-5,1.1,-4,-2

Source: PubChem
